# IEC-6 cytotox = kills IEC-6 intestinal cells in KLF5 counter-screen. IEC-6 cytotoxicity, luminescence viability. inhibition, % at 5 µM. 290,000 compounds, 0.78% hits. AID 1825; in the data active = inhibition above about 22%;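 note: 0% = plate median of test compound wells and 100% = cytotoxic reference compound wells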
# KLF5 inhibitor = kruppel-like factor 5 inhibition; 290,000 compounds, 0.23% hits; DLD-1 KLF5 promoter-luciferase reporter, luminescence; inhibition, % at 5 µM;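 active = inhibition above a per-plate limit of that plate's mean compound inhibition plus 3 SD, cut at about 60% in these data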;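 note: 0% = DMSO wells and 100% = LY294002 at 200 µM; higher means less KLF5 promoter-driven luciferase light; inactives centre near -14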
# HSF1 activator = increases HSF-1 driven luciferase reporter signal; NIH3T3-HGL HSF-1 luciferase reporter, MG132, 8 h; 100% = twice DMSO control signal; activation, % at 9 µM; 300,000 compounds, 1.7% hits; AID 504408;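 active = mean replicate activation of at least 50% with a set share of replicates each reaching 50%; inconclusive = only one of those two conditions met; inactive = mean below 50% and too few replicates reaching it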;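 note: 0% = median of the neutral control wells and 100% = twice that signal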
# GSK3B inh = human GSK3beta kinase inhibition | AID 2097 | GST-GSK3beta kinase, ADP-Glo luminescence, 60 min; active compounds read low | activity score (negative = inhibition), % at 10 µM | P49841 | 300,000 compounds, 0.038% hits;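 active = more than half of replicate wells score below -50%, meaning over 50% inhibition versus plate controls; inconclusive = some replicates but at most half score below -50%; inactive = no replicate scores below -50%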;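 note: 0% = median DMSO wells and -100% = median GW8510 positive control wells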
# Target sequence (P49841 whole entry, looked up): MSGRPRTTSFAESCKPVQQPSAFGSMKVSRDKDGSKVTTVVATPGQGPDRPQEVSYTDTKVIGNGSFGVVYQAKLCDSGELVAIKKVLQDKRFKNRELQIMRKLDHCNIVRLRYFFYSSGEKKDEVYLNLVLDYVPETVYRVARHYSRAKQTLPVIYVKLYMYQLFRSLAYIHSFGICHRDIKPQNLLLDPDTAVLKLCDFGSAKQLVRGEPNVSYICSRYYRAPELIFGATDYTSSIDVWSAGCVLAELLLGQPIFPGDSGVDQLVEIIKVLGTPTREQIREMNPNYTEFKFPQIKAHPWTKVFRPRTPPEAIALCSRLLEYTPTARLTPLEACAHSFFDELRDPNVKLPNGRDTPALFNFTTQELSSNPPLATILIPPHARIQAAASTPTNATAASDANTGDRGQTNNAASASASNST
#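 Assay system: GST-tagged human GSK3beta kinase, cell-free; Input: 1.6 ng GSK3beta; Medium: Tris/MgCl2 kinase buffer; Timing: 60 min enzyme reaction, room temperature; Signal: ADP-Glo luminescence quantifying ADP generated by kinase; Evaluation: score relative to plate controls; Benchmarks: DMSO neutral wells and GW8510 at 20 µM as positive.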
# aSyn 5UTR inh = MLPCN primary screen, SNCA 5' untranslated region. inhibition, % (tested at 7.5 µM). alpha-synuclein 5'UTR reporter, inhibitor activity. AID 1813. 300,000 compounds, 0.82% hits; in the data active = inhibition above about 60%; inconclusive = no clear call, values can overlap the other calls;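 note: H4 neuroglioblastoma cells stably carrying SNCA 5'UTR luciferase fusion; 0% = DMSO wells and 100% = positive control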
# HSF1 inhib = HSF1 inhibition; activity change, negative = inhibition, % at 7.5 µM (by protocol); 300,000 compounds, 0.77% hits; NIH3T3-HGL HSE-luciferase, MG132-induced, luminescence 8 h; active compounds read low; AID 2098;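 active = more than half of replicate wells show activity change below -50%, luminescence cut by over half; inconclusive = some wells, but at most half, below -50%; inactive = no replicate well below -50%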;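 note: luciferase reports HSF-1 transcriptional activity via heat shock element; 0% = median of DMSO wells and -100% = zero luminescence signal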
# HIF act = HIF pathway transcriptional activation. 300,000 compounds, 0.32% hits. activation, % at 7.5 µM (by protocol). U2OS HRE-luciferase reporter, luminescence; normalized: DMSO 0%, desferrioxamine 100%. AID 1910;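 active = mean activation of at least 10% of the iron chelator positive control signal, with at least half of replicates also reaching 10%; inconclusive = mean and replicate majority disagree about reaching 10%; inactive = mean and most replicates under 10%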
# HSP90 inh = blocks HSP90-mediated luciferase refolding in reticulocyte lysate. Rabbit reticulocyte lysate, luciferase refolding luminescence, 3 h. inhibition, % at 5.6 µM. 290,000 compounds, 0.91% hits. AID 1789;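 active = inhibition above the screen-wide mean plus 3 SD, computed separately per campaign, cut at about 16% in these data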;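 note: 0% = DMSO wells and 100% = 60 µM geldanamycin wells; inhibitors lower the luminescence because luciferase stays unfolded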
# GSK3A inh = blocks human GSK-3 alpha kinase. AID 2650. P49840. ADP-Glo luminescence, 60 min. inhibition, % at 10 µM. 320,000 compounds, 0.1% hits;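 in the data active = inhibition above about 50%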;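 note: GST-tagged GSK-3 alpha with peptide substrate and 25 µM ATP; 0% = DMSO neutral wells and 100% = GW8510 positive control wells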
# Target sequence (P49840 whole entry, looked up): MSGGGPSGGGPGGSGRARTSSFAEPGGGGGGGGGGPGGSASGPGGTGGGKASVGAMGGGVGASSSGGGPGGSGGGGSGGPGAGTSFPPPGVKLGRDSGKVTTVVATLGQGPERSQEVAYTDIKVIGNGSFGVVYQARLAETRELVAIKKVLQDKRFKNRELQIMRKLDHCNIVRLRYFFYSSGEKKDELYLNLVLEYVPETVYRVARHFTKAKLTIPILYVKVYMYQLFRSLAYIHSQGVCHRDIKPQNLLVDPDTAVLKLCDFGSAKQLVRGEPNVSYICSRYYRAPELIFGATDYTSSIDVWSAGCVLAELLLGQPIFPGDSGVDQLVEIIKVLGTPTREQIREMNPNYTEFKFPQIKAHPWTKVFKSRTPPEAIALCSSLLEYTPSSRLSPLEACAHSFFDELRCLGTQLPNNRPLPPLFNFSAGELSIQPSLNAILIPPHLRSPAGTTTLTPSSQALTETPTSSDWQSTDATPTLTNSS
# AI-2 QS modul = modulators of Vibrio harveyi AI-2 quorum sensing system | Vibrio harveyi JMH597 AI-2 luminescence/OD600 ratio, 9 h; active compounds read low; strain lacks LuxN and CqsS sensors; 0 = neutral-control median | activity change, % at 7.5 µM | 300,000 compounds, 0.4% hits | AID 2094; in the data active = activity change below about -75%, passing the limit was not always enough; inconclusive = no clear call, values can overlap the other calls;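 note: luminescence divided by OD600 gain over 9 h not by final OD600 alone; inactives centre near 13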
# Numbers without * were called inactive; ? = inconclusive; . = no result given. Rows were taken by chance; about 4.7% have a hit in one of these screens.
SMILES,IEC-6 cytotox,KLF5 inhibitor,HSF1 activator,GSK3B inh,aSyn 5UTR inh,HSF1 inhib,HIF act,HSP90 inh,GSK3A inh,AI-2 QS modul
Cc1cnc(C(=O)OCC(=O)Nc2ccc(Cl)cn2)cn1,.,.,1,-9,-4,-8,-0.1,.,4,-3
CCN(CC)Cc1cc(NC2=NS(=O)(=O)c3ccccc32)ccc1OC(=O)C(C)C,-6,-37,1,0,-12,-1,0.0,0,0,4
CC(=O)N(C)c1ccc(OCC(O)CN(c2ccccc2C)S(=O)(=O)c2ccc(C)cc2)cc1 (stereo unspecified),8,-31,3,-2,19,-3,-0.3,2,0,-5
O=C(O)C(Cc1c[nH]c2ccccc12)NS(=O)(=O)c1ccccc1 (stereo unspecified),-6,-2,-13,5,5,-8,-0.3,0,3,21
COc1ccc(Nc2nc(NN)nc(Nc3ccc(OC)cc3)n2)cc1,-1,-30,-16,-4,0,-12,0.3,-1,2,12
Cc1cc(-c2ccccc2N)n[nH]1,-7,-23,3,2,8,-3,0.2,0,-1,15
Cc1c(NC2(C#N)CCCC2)c(=O)n(-c2ccccc2)n1C,0,6,-4,2,6,0,0.0,-1,-2,29
COC(=O)c1cnc(SCc2ccc(Cl)cc2)n1C,-9,-62,69*,2,-70,52,3.1,-2,4,19
O=C(CCN1C(=O)c2ccccc2C1=O)Nc1cccnc1,-5,-35,-6,0,-1,-5,0.2,-2,3,-5
COc1ccc(C(C(=O)Nc2ccc(C(C)C)cc2)N(C)C(=O)CNC(C)=O)cc1 (stereo unspecified),-5,-38,14,4,21,12,0.1,1,0,13
COc1cc(S(=O)(=O)N2CCN(C(=O)c3ccco3)CC2)ccc1Cl,2,-34,0,-1,-5,1,-0.5,-5,3,17
CC(NC(=O)c1ccc(CS(=O)(=O)c2ccc(Cl)cc2)o1)c1ccc2c(c1)OCCO2 (stereo unspecified),0,-17,10,-4,12,-3,0.2,3,0,13
NC(=O)c1cc[n+](Cc2ccccc2Cl)cc1,2,-25,8,0,29,-2,0.8,3,-1,7
Cc1cc2c3c(c1C)C1(C(=O)N3C(C)(C)CC2C)C(C#N)=C(N)OC2=C1C(=O)CC(C)(C)C2 (stereo unspecified),1,-15,3,0,-1,-1,-0.7,-9,0,22
Cc1ccccc1NC(=O)c1cn(-c2ccccc2)nc1-c1ccccc1,1,2,8,3,6,-2,-0.3,2,.,15
O=C(OCC#CCSc1nc2ccccc2s1)c1ccco1,7,-38,25,-2,-48,5,1.3,0,-1,10
O=C(Nc1nc2c(s1)COc1ccccc1-2)c1cccs1,1,-66,12,0,-104,4,0.6,-6,5,20
O=C(/C=C/c1ccc(-c2ccccc2[N+](=O)[O-])o1)c1ccc(Br)cc1,-4,-37,9,6,-61,-1,0.8,-2,-1,-6
COc1cccc(-n2c(=O)[nH]cc(C(=O)Nc3ccc(NC(C)=O)cc3)c2=O)c1,-3,-18,-2,-3,-7,-3,-0.5,0,-3,23
CCN(Cc1cc2ccccc2[nH]c1=O)C(=O)c1cccnc1,-3,-3,-4,-1,-7,-9,-1.0,-2,-6,19
CCOC(=O)CN1NC2(CCCCCC2)NC1=S,0,9,-1,2,-2,1,0.0,-2,0,17
O=C(O)CN1C(=O)c2ccc(Oc3ccc4c(c3)C(=O)N(CC(=O)O)C4=O)cc2C1=O,-3,-36,-17,1,-4,-3,-0.3,-7,1,9
CCN(CC)C(=O)c1c(C)[nH]c(=S)c(C#N)c1-c1ccco1,-5,-11,-11,4,9,-9,-0.9,11,-1,11
O=C(NNC(=S)NC(=O)c1sc2ccccc2c1Cl)c1ccc(Cl)cc1,-3,-20,-1,1,-67,2,0.2,3,-3,55
CSc1ccc(-c2sc(Nc3ccccc3)n[n+]2-c2ccccc2)cc1,2,-71,4,-2,-98,6,4.1,-1,2,20
Cc1cccc(-c2ccc(C=Nc3c(C)n(C)n(-c4ccccc4)c3=O)o2)c1,-6,-9,.,2,.,.,.,-4,9,23
CC(C)C(=O)Nc1ccccc1Cc1ccccc1,1,-17,-3,0,-20,-8,0.7,0,3,18
CCCCNC(=O)c1onc(CSc2ccc(F)cc2)c1C(=O)NCCCC,.,.,13,-2,9,16,-0.3,.,-2,6
CCOc1ccc(C(=O)NNC(=O)c2cc(C)oc2C)cc1,.,.,2,0,-6,-1,-0.1,.,.,7
CN(Cc1ccccc1)c1nc2c(c(=O)[nH]c(=O)n2C)n1Cc1ccccc1F,-1,-8,14,2,37,8,0.0,1,-1,18
COC(=O)c1ccc(-c2noc(CN(Cc3ccccn3)CC3CCCO3)n2)cc1 (stereo unspecified),5,-56,0,4,-10,3,0.1,-7,0,10
COCCn1c(SCC(=O)N2CCCC2)nnc1-c1ccoc1C,4,-18,4,-2,8,-6,0.5,2,-1,0
O=C(Nc1c(C(=O)N2CCOCC2)cnn1-c1ccccc1)c1ccc(F)cc1,-6,-9,-3,1,12,-2,-0.3,6,3,26
COc1cc(/C=C(\NC(=O)c2ccccc2)C(=O)N2CC3CC(C2)c2cccc(=O)n2C3)cc(OC)c1OC (stereo unspecified),-3,-20,3,1,-1,2,0.0,-1,-3,16
O=C(COC(=O)c1cccnc1Cl)Nc1ncc(Cl)cc1Cl,-6,-9,-1,2,3,2,-0.4,-1,0,28
O=C(NC(=S)Nc1ccccc1N1CCCCC1)c1ccc(-c2cccc([N+](=O)[O-])c2)o1,-4,-18,12,1,-16,14,-0.5,0,2,21
O=C(CCC(=O)c1cccs1)NCc1ccccc1,0,4,10,0,-12,0,0.2,3,-24,23
CCOC(=O)c1cnn2c(C)cc(-c3ccc(F)cc3)nc12,0,-139,?,-1,-61,24,0.9,-2,-1,30
CN(CC(=O)NC1CC1)S(=O)(=O)c1ccc(F)cc1,0,-23,.,-4,.,.,.,3,2,16
COc1ccc(C(C#N)Nc2ccccc2)cc1 (stereo unspecified),1,-13,11,-7,-3,-7,0.2,3,2,14
O=C(c1cc2cc(Cl)ccc2[nH]1)N1CCCCC1,0,-93,21,2,-85,14,5.3,-1,0,19
C=CCN1C(=O)C(Cc2ccc(OC)cc2)S/C1=N/N=C/c1ccco1 (stereo unspecified),1,-36,-66,-3,-9,-57*,-0.1,3,-2,0
Cc1cc(Cl)ccc1OCCCC(=O)Nc1cccc(-n2cnnn2)c1,4,10,34,1,12,4,-0.1,4,-2,-5
COc1ccc(NC(=S)N2CCC(N(C)CCN3CCOCC3)CC2)cc1Cl,6,0,4,3,20,7,-0.4,4,0,16
CC1(CC(=O)O)SC(=O)NC1=O (stereo unspecified),2,-4,-3,1,7,-6,-0.3,0,0,12
Cc1c(NC(=O)CSc2ncn[nH]2)c(=O)n(-c2ccccc2)n1C,2,-7,-9,0,2,-8,0.3,1,7,1
COc1ccc(NC(=O)c2cc3ccccc3o/c2=N\NS(=O)(=O)c2ccc(C)cc2)cc1,0,-159,-26,-2,-133,-12,-0.7,10,-2,32
Cc1cc(C)c(C(=O)COC(=O)c2ccc(NC(=O)CC#N)cc2)cc1C,-16,-25,-2,3,-1,7,-0.2,3,1,32
COC(=O)CCC(=O)OC1(C)C(=O)C=C2C=C(C3CC3)N(C3CCCCC3)C=C2C1=O (stereo unspecified),.,.,12,-2,3,-1,-0.2,.,-3,-7
Nc1c(C(=O)c2ccccc2)sc2c1c(=O)[nH]c(=O)n2-c1ccccc1,-5,-5,-4,-1,45,-4,0.5,-2,0,9
Cc1cc(C)c(C(=O)/C=C/c2ccc(C(C)C)cc2)c(=O)[nH]1,-1,-15,29,-1,-91,12,0.6,2,1,-35
O=C1CC(=O)N(CCc2ccccc2)C(=O)N1CCc1ccccc1,-1,-49,2,3,14,5,-0.6,0,4,29
NC(CSS(=O)(=O)O)=NCCC12CC3CC(CC(O)(C3)C1)C2,2,-42,9,-2,-24,-13,-0.9,0,-1,-5
COc1ccc(C2(C(=O)NCCN3CCOCC3)CCOCC2)cc1,0,-7,-7,1,13,-5,0.2,-1,-1,27
CC(=O)Nc1ccc(S(=O)(=O)NCCC(=O)OC(C)C(=O)c2ccc(C)cc2)cc1 (stereo unspecified),1,-45,-4,5,-3,-6,-0.1,5,2,19
O=c1[nH]c(-c2cccs2)nc2ccccc12,5,-23,5,4,-32,8,2.1,5,1,-9
Cc1ccc(C(=O)NC(=S)N(C)Cc2ccccc2)cc1,.,.,42,-1,-38,6,0.3,.,-1,16
COc1ccc(N2CCN(C(CNC(=O)C(C)(C)C)c3ccco3)CC2)cc1 (stereo unspecified),1,-5,-3,-1,6,-8,0.3,-4,2,22
COc1ccc(-c2cnnc(N/N=C/c3ccc(O)cc3)n2)cc1,8,-17,101*,1,-77,76,1.1,-2,4,20
C[C@H]1CCC[C@@]2(O[C@@H](CCO)C[C@@H](O)[C@@H]2O)O1,.,.,8,-1,-1,0,-0.2,.,0,9
# Later entries
SMILES,IEC-6 cytotox,KLF5 inhibitor,HSF1 activator,GSK3B inh,aSyn 5UTR inh,HSF1 inhib,HIF act,HSP90 inh,GSK3A inh,AI-2 QS modul
N#C/C(=C\c1cc(Br)ccc1F)C(=O)NC1CC1,-1,-6,-6,3,-9,-1,0.0,3,0,5
CCc1ccc(C(=O)NNC(=O)c2ccc(=O)n(C)n2)cc1,-6,-39,3,3,9,1,0.1,0,-3,14
COc1ccc(N2CCN(S(=O)(=O)c3ccc(Br)s3)CC2)cc1,4,7,32,-4,-10,17,-0.2,0,.,38
COc1ccccc1CNC(=O)C1Cc2cc(S(=O)(=O)N3CCCC3)ccc2N1C(C)=O (stereo unspecified),4,-11,-1,1,18,-2,-1.4,3,-1,10
c1ccc(-n2c3ccccc3c3ccccc32)cc1,3,-7,.,-1,3,-5,-0.7,-1,0,6
O=S(=O)(c1ccc(S(=O)(=O)N2CCN(C/C=C/c3ccccc3)CC2)cc1)N1CCCC1,-3,26,9,-1,-17,4,0.3,-1,6,4
CN(NC1CC(=O)N(c2ccccc2)C1=O)c1ccccc1 (stereo unspecified),-10,-21,.,.,.,.,.,0,-1,.
CCCCOC(=O)c1ccc(NC(C)=O)cc1,24*,-25,-16,-3,-6,1,0.1,2,-1,-9
CCO[C@@H]1OC(C(=O)NCc2ccccc2)=C[C@H](c2ccc(C(F)(F)F)cc2)[C@H]1CCCO,4,-3,-5,1,14,-11,-0.2,6,-1,6
COc1cc(C(=O)NC(C(=O)Nc2cccc(C(C)=O)c2)C(C)C)cc(OC)c1OC (stereo unspecified),-2,-24,-13,3,-14,3,-0.2,3,1,25

# Screens from PubChem.
